Source: PubChem (several laboratories)
GLD-1 TGE inh: GLD-1-TGE RNA interaction inhibition (C. elegans); purified GLD-1 + fluorescein TGE RNA, fluorescence polarization; inhibition, % at 5.96 µM; Q17339; AID 2280; actives 0.44% (n = 320,000);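 active means percent inhibition above a per-plate cutoff, the plate mean of test compounds plus 3 SD, cut at about 30% in these data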;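 further: 0% = DMSO wells with GLD-1 and probe and 100% = wells lacking GLD-1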
PME-1 primary: blocks human protein phosphatase methylesterase 1. Q9Y570. recombinant PME-1, FP-Rh probe fluorescence polarization. inhibition, % at 5.9 µM. actives 0.53% (n = 320,000). AID 2130;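 active means inhibition above the campaign mean of all compounds plus 3 SD, cut at about 26% in these data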;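 further: competitive labeling of PME-1 active site by serine hydrolase directed probe; 0% = PME-1 with DMSO and 100% = wells lacking PME-1 enzyme; inhibitors block probe labeling so polarization falls and inhibition rises; many of its hits are not listed in these tables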
Fam108B inh: counter-screen for RBBP9 inhibitors: inhibitors of mouse Fam108B | inhibition, % at 9.51 µM | actives 0.33% (n = 300,000) | AID 1947 | recombinant Fam108B, FP-Rh probe fluorescence polarization;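 active means inhibition above the screen mean inhibition plus 3 SD, computed separately per campaign, cut at about 18% in these data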;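 further: inhibitors lower polarization as less probe binds the enzyme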
MCL1-BIM inh: inhibitors of human MCL1 binding to BIM-BH3 peptide. actives 0.68% (n = 320,000). AID 2057. inhibition, % at 10.9 µM. GST-MCL1 / FITC-Bim-BH3 fluorescence polarization. Q07820;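 active means inhibition above the mean inhibition of all tested compounds plus 3 SD, set per campaign, cut at about 40% in these data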;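 further: 0% = DMSO wells and 100% = unlabeled Bim-BH3 peptide control; higher means more loss of mP so more displacement of Bim peptide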
Target sequence (Q07820 whole entry, looked up): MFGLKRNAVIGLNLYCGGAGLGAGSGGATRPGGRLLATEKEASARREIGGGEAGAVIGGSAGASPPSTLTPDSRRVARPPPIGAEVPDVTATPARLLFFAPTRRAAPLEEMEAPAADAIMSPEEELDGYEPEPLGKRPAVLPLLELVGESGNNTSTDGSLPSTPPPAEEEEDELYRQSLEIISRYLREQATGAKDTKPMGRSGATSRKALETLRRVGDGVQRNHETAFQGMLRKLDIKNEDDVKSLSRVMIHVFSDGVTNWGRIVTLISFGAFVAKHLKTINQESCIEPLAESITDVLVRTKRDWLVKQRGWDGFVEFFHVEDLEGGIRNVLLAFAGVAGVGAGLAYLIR
GRK2 aptamer HTS: blocks RNA aptamer binding to human GRK2; AID 488847; actives 0.59% (n = 330,000); bead flow cytometry, FAM-aptamer displacement from GRK2; P25098; inhibition of aptamer binding, % at 10 µM;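 active means inhibition of aptamer binding above 40%, roughly 3 SD of noise, on plates passing a quality check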;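 further: median bead fluorescence of bound FAM aptamer so fluorescent compounds give negative values; no value below 0 was filed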
BCLXL inh: inhibitors of human Bcl-xL; AID 2129; Q07817; actives 0.7% (n = 320,000); GST-Bcl-xL / FITC-Bim BH3 peptide fluorescence polarization; inhibition, % at 10.9 µM;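 active means inhibition above the mean of all tested compounds plus 3 SD, cutoff set per campaign, cut at about 30% in these data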;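 further: 0% = DMSO wells and 100% = unlabeled Bim-BH3 peptide competitor; inhibitors lower millipolarization by displacing the labeled peptide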
Target sequence (Q07817 whole entry, looked up): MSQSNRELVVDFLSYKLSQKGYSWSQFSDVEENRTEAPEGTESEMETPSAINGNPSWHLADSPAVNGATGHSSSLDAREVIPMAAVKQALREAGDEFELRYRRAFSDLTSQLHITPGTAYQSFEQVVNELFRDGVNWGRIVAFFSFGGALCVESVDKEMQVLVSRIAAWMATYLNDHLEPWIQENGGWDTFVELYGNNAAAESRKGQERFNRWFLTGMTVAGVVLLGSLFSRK
VLA-4 inh: inhibition in a human VLA-4 binding assay. AID 2557. VLA-4 expressing cells, ligand binding flow cytometry. inhibition, % (about 7 µM as worked out from the volumes in the protocol). P13612. actives 0.2% (n = 330,000); in the data active means inhibition above about 50%
MEX-5 binding: C. elegans MEX-5 TCR-2 RNA binding activity; MEX-5/FITC-TCR2 RNA binding, fluorescence polarization; active compounds read low; actives 0.38% (n = 300,000); Q9XUB2; activity score (negative = inhibition of binding), % at 10 µM;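 active means inhibition past about -25% in most replicates, and total fluorescence under double the plate's negative control median, limit read from the data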;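 further: 0% = DMSO and -100% = 5 µM competing unlabeled TCR2 RNA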
Target sequence (Q9XUB2 whole entry, looked up): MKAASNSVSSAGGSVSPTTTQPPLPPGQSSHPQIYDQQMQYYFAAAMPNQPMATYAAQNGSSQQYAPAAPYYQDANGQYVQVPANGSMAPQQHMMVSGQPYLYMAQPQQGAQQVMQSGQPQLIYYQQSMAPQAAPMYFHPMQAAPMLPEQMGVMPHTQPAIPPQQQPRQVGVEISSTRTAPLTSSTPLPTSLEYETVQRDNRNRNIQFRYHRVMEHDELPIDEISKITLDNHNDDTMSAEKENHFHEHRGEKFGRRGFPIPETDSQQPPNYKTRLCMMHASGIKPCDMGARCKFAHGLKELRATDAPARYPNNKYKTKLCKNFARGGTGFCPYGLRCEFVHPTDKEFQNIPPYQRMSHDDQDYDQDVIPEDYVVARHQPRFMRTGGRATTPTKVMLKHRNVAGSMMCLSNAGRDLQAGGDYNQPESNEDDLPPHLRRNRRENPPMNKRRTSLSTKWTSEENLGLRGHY
Efflux pump mplx: inhibitors of Candida antifungal efflux pumps expressed in yeast; S. cerevisiae Candida pump triplex, Nile Red efflux; inhibition, % at 10 µM; actives 0.44% (n = 330,000); AID 485275;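 active means plate passing quality check with inhibition over a set limit, or well fluorescence over plate mean plus 4 SD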;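 further: Nile Red retained in pooled yeast measured as flow cytometry median fluorescence; 0% = buffer negative control and 100% = Enniatin B positive control; higher means more Nile Red kept so more efflux inhibition; some compounds called inactive have numbers as strong as hits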
* = called active by the depositor; / = not tested or not shown. This is a subset. The share of hits here may be higher or lower than overall.

SMILES	GLD-1 TGE inh	PME-1 primary	Fam108B inh	MCL1-BIM inh	GRK2 aptamer HTS	BCLXL inh	VLA-4 inh	MEX-5 binding	Efflux pump mplx
O=[N+]([O-])c1ccc(N2CCN(c3ccccc3F)CC2)c(S(=O)(=O)N2CCOCC2)c1	-2	4	-3	-16	0	-2	-2	1.4	-0.3
CC12CCC(C(=O)Nc3ccccc3Cl)([C@H](Br)C1=O)C2(C)C (stereo not given in full)	7	6	4	-4	0	-4	32	2.6	0.0
O=C1CC(N2CCN(c3ccccc3)CC2)C(=O)N1c1ccc(Cl)cc1 (stereo not given)	9	-1	3	0	0	-1	10	-1.5	0.1
O=C(CN1C(=O)NC2(CCOc3ccccc32)C1=O)Nc1ccc(Br)cc1F (stereo not given)	4	-4	/	-3	2	0	7	/	-0.1
O=C(Nc1nccs1)c1ccc2nccnc2c1	1	3	-1	4	0	8	-9	1.0	0.1
Cc1cc(OC(=O)c2ccc3ccccc3c2)c([N+](=O)[O-])c(=O)[nH]1	10	-3	-1	4	1	4	5	-1.5	-0.3
CN(C)S(=O)(=O)c1cc(NC(=O)Cn2ccsc2=N)ccc1Cl	6	-5	-3	-15	2	-4	-4	2.9	0.0
O=c1[nH]n2c(=O)c3c([nH]c2c1N=Nc1cccc(Cl)c1)CCCC3	4	58*	9	19	0	18	2	-1.9	-0.2
Cc1ccc(N/N=C(/Sc2nnnn2-c2ccccc2)C(=O)c2ccccc2)cc1	16	-2	0	19	1	19	4	3.0	0.0
O=C(C1CC1)N1CCc2[nH]c3ccccc3c2C1	5	-2	-3	5	3	5	1	-1.3	0.0
COc1ccc(Cn2cccc(NC(=O)Nc3ccc(F)cc3)c2=O)cc1	6	-5	0	-3	1	8	0	1.3	0.0
O=C(COC(=O)C1=COCCO1)Nc1ccc(Cl)cn1	8	/	/	/	1	/	-12	/	-0.1
C=CCn1c(SCC(=O)Nc2ccc(F)cc2)nnc1-c1cnccn1	-3	1	-4	5	3	1	9	1.6	-0.1
Cc1cc(-n2c(=O)c(C#N)cc3c(=O)n4ccccc4nc32)no1	17	-5	-5	56*	8	43*	-17	-15	0.5
COc1ccc(C(=O)/C=C/c2ccc(O)cc2)c(O)c1C/C=C(\C)CCC=C(C)C	-7	/	/	/	2	/	-7	/	1.3*
CCOC(=O)c1ccc(NC(=S)NCCCN2CCOCC2)cc1	5	6	2	0	3	0	-13	-0.6	0.1
CCN(CC)C(=O)CSc1ncnc2c1cnn2-c1ccccc1	5	-4	-1	-3	0	5	18	0.9	0.2
COc1ccccc1N(C)S(=O)(=O)c1ccc(C(=O)Nc2ccc(N3CCOCC3)cc2)cc1	8	3	-1	10	0	9	-1	1.6	-0.2
CCOC(=O)c1ccc(NC(=O)c2cccc(C)c2[N+](=O)[O-])cc1	6	-13	3	1	3	5	11	2.0	0.1
Cc1cccc(N2CCN(Cc3cnc(Cl)s3)CC2C)c1 (stereo not given)	3	6	0	7	0	4	-1	-2.6	0.1
O=C(COc1ccc(S(=O)(=O)N2CCOCC2)cc1)NCCc1ccccc1	5	4	2	-7	0	2	0	-3.1	0.0
COc1ccc(-c2cc([C@H]3[C@@H]4C=CCC[C@@]4(C)C(=O)N3Cc3ccccc3)ccc2F)cc1OC	6	2	0	-1	4	1	12	-0.5	-0.1
CCC(C)N1CC(=O)N2Cc3[nH]c4ccccc4c3C[C@H]2C1=O (stereo not given in full)	4	-2	3	7	1	5	0	-3.6	-0.2
CCC(=O)Nc1c(S(=O)(=O)c2ccc(C)cc2)c2nc3ccccc3nc2n1C(C)c1ccccc1 (stereo not given)	-1	5	3	1	1	2	21	-0.8	-0.1
COc1ccccc1C(=O)Nc1ccccc1C(=O)NCc1ccco1	-3	8	1	-1	0	-1	8	0.4	0.0
CC1(C(=O)OCC(=O)Nc2nnc(-c3ccccc3)o2)CC1(Cl)Cl (stereo not given)	3	5	0	0	0	-2	5	0.9	0.0
O=C(NC1CCN(Cc2ccccc2)CC1)c1ccccc1NS(=O)(=O)c1ccc(F)cc1	4	/	/	/	5	/	12	/	-0.1
C=CCn1c(SCc2nc3sc(C(=O)O)c(C)c3c(=O)[nH]2)nnc1-c1ccc(C(C)(C)C)cc1	-2	10	2	14	4	9	5	-5.9	-0.1
COc1cccc(-c2nn(-c3ccccc3)cc2/C=C\C(=O)c2cccs2)c1	-8	-35	-31	-1	0	0	5	-2.2	0.1
NNC(=O)CSc1nnc(-c2ccccc2)n1-c1ccccc1	-4	-7	3	-3	0	-3	-4	2.0	0.2
O=C(NNc1ccccc1[N+](=O)[O-])Nc1ccc(Cl)c(Cl)c1	4	-5	-13	7	0	6	10	1.7	0.0
COC(=O)c1ccc2[nH]c3cccc(/C(=C/c4ccccc4)c4ccccc4)c3c2c1	-4	-26	-12	7	1	7	-1	0.4	0.3
O=C(OCC(=O)C12CC3CC(CC(C3)C1)C2)c1ccc(O)cc1O	4	-5	0	-6	0	4	0	-4.5	-0.1
COCCCNC(=O)CSc1ccsc1[N+](=O)[O-]	3	4	2	30	4	14	-9	-0.7	-0.1
COc1ccc(C(=O)Nc2nnc(Cc3ccc(OC)c(OC)c3)s2)cc1	-7	-3	-5	1	/	2	-6	-0.9	0.3
COC(=O)CNC(=O)c1ccccc1F	-4	3	2	7	1	1	8	1.6	0.1
COc1ccc(C(=O)NCC2CCCO2)cc1OC (stereo not given)	3	3	-9	7	5	2	10	1.6	0.0
Cc1cccc(NC(=S)N2CCOCC2)c1C	-2	-6	2	17	5	9	10	-1.4	-0.1
C/C(=N\NC(=O)Cc1ccccc1)c1ccc(Br)s1	-1	-1	-1	9	1	-1	12	1.1	0.0
CCn1c(CN2CCCCC2)nc2cc(S(=O)(=O)N3CCCCC3)ccc21	1	7	/	0	0	-3	9	/	0.2
CC1(c2cccc(Br)c2)NC(=O)NC1=O (stereo not given)	-8	3	-4	-1	4	0	12	1.6	-0.4
CCOC(=O)c1ccc(N2CCOCC2)c(NC(=O)COCC(=O)O)c1	0	4	0	-3	0	-3	3	0.6	-0.1
CCOc1ncccc1C(=O)OCC(=O)c1c(N)n(C)c(=O)n(C)c1=O	3	-4	5	-9	1	2	1	-0.6	0.0
Cc1cc(C(=O)CSc2nc(N)cc(N)n2)c(C)n1CCc1ccc(F)cc1	-1	0	4	4	0	2	-3	0.0	0.1
CCOC(=O)c1ccc(NC(=S)N2CCSC2c2ccc(Cl)cc2)cc1 (stereo not given)	8	-15	-26	14	0	10	-1	3.6	0.1
CC1Oc2ccccc2N(CC(=O)NCc2cccs2)C1=O (stereo not given)	-2	-8	-8	-1	0	2	0	0.1	0.3
Cc1ccc(C)c(N2C(=O)c3cc(N4CCOCC4)c([N+](=O)[O-])cc3C2=O)c1	11	-6	0	1	2	3	-3	1.0	-0.1
COc1ccc(N2C(=O)c3ccccc3NC23CCCCC3)cc1	4	2	1	9	2	-2	4	-0.1	0.1
N#Cc1c(N)nc2c(c1-c1ccncc1)CCCCC2	0	1	4	-1	0	2	14	-0.7	0.0
Cc1ccc(S(=O)(=O)Nc2ccccc2-c2ccccc2)cc1	0	3	-2	-6	1	2	22	1.0	0.2
N#Cc1c(NC(=O)C(=O)NCCCN2CCOCC2)sc2c1CCCC2	-4	2	3	-2	0	6	3	-2.4	-0.2
COc1cccc(/C=C/C(=O)OCC(=O)NCC2CCCO2)c1OC (stereo not given)	4	-8	5	-6	0	1	-7	3.2	-0.1
CN1c2cccc3cccc(c23)N(C)C1c1cccs1	7	26	5	4	0	6	-10	0.8	-0.1
O=C(NC(Nc1nc2ccc([N+](=O)[O-])cc2s1)(C(F)(F)F)C(F)(F)F)c1cccnc1	-1	1	-3	-9	0	-18	2	-1.6	-0.1
CN(C)C(=O)c1nc2ccc(Cl)cn2c1CNCc1ccccc1OC(F)(F)F	2	-2	1	0	0	4	24	-0.2	0.0
COCCN(C(=O)Cc1coc2cc(C)c(C)cc12)c1c(N)n(Cc2ccccc2)c(=O)[nH]c1=O	2	-2	1	4	1	5	-4	3.6	-0.1
COc1cccc(C2=CC(c3ccc(OC)c(OC)c3)NC(=S)N2)c1 (stereo not given)	2	-7	-4	3	0	2	-54	1.4	0.1
CC(C)C[C@H]1C(=O)N2CCC[C@H]2[C@]2(O)O[C@](NC(=O)C3C=C4c5cccc6[nH]c(Br)c(c56)C[C@H]4N(C)C3)(C(C)C)C(=O)N12 (stereo not given in full)	92*	3	3	115*	0	100*	-5	2.1	0.1
N=c1n(CC(=O)c2ccc(Br)cc2)c2ccccc2n1Cc1ccccc1	-3	6	/	1	0	-2	0	/	0.1
CC1CCCC(C)N1C(=O)COC(=O)c1ccc2c(c1)OCO2 (stereo not given)	9	4	-2	0	3	0	-16	-1.0	0.0

Following part:
SMILES	GLD-1 TGE inh	PME-1 primary	Fam108B inh	MCL1-BIM inh	GRK2 aptamer HTS	BCLXL inh	VLA-4 inh	MEX-5 binding	Efflux pump mplx
COc1ccccc1C(=O)COC(=O)C(NC(=O)Cc1ccccc1)C(C)C (stereo not given)	4	/	/	/	0	/	-7	/	0.1
Cn1ccnc1SCc1cn2cc(Br)ccc2n1	0	-2	0	6	0	4	-1	9.4	-0.1
CCc1cc2c(=O)c(-c3cscn3)coc2cc1O	-1	1	6	7	2	1	5	-0.8	0.0
Cc1sc2c(c1C)c(=O)n(-c1ccccc1)c(=O)n2CC(=O)NCC1CCCO1 (stereo not given)	-11	0	1	-4	1	-1	7	2.2	-0.1
COc1cc(CNn2cn[nH]c2=S)cc(Cl)c1OCc1ccccc1	-4	4	6	-16	2	-5	23	0.1	0.2
COc1cccc(-n2cc(CNC(=O)C3CCC(=O)N(C4CC4)C3)cn2)c1 (stereo not given)	3	-1	-3	-7	2	-1	3	3.7	-0.1
COc1ccc(OC)c(NC(=S)N2CCC(C(O)(c3ccccc3)c3ccccc3)CC2)c1	5	2	2	9	0	1	0	1.8	-2.1
O=C(NCc1cccnc1)C1CC(=O)N(C2CCCCC2)C1 (stereo not given)	14	2	3	2	0	1	12	1.6	-0.2
O=C(CCN1C(=O)c2ccccc2C1=O)N1CCN(c2ccccc2)CC1	2	-1	-3	-4	0	-4	5	-1.5	0.0
COc1ccc(NC(=O)CN(C)C(=O)c2cccc(S(=O)(=O)Nc3ccccc3Cl)c2)cc1	3	-2	-1	5	0	8	7	1.1	0.0
Nn1c(Cc2ccccc2F)nnc1SCCOc1ccc(Cl)cc1	0	3	1	5	0	5	-22	0.5	0.1
CCOCCCNC(=O)C(NC(=O)C1CCC(=O)N1)c1ccc(C)cc1 (stereo not given)	9	-9	-5	0	45*	3	-6	-2.1	-0.2
CCC(C)NS(=O)(=O)c1ccc(S(=O)(=O)Nc2cc3c(cc2C(C)=O)OCO3)cc1 (stereo not given)	1	5	-1	-4	0	1	0	0.9	0.0

Arranged by molar mass (highest first): some entries from above.
SMILES	GLD-1 TGE inh	PME-1 primary	Fam108B inh	MCL1-BIM inh	GRK2 aptamer HTS	BCLXL inh	VLA-4 inh	MEX-5 binding	Efflux pump mplx
COc1ccc(OC)c(NC(=S)N2CCC(C(O)(c3ccccc3)c3ccccc3)CC2)c1	5	2	2	9	0	1	0	1.8	-2.1
O=[N+]([O-])c1ccc(N2CCN(c3ccccc3F)CC2)c(S(=O)(=O)N2CCOCC2)c1	-2	4	-3	-16	0	-2	-2	1.4	-0.3
CN(C)S(=O)(=O)c1cc(NC(=O)Cn2ccsc2=N)ccc1Cl	6	-5	-3	-15	2	-4	-4	2.9	0.0
